MCF10A rereplic – A quantitative high throughput screen for small molecules that induce DNA re-replication in MCF 10a normal breast cells | MCF 10A DNA re-replication, Hoechst nuclear intensity, 48 h | Potency, µM (top dose mostly 46.1 µM), for the others: at the highest dose activity, positive = re-replication, usual class: activators | 350,000 compounds, 2.9% hits | AID 624296, 2012; also: potency is read from the fitted curve at half-maximal effect; % of control where 0% means no effect; nearly all actives have a fitted effect of over 50% in size
IL-1B inflam inh – qHTS for Inhibitors of Inflammasome Signaling: IL-1-beta AlphaLISA Primary Screen. activity change, % at 57.5 µM. THP-1 LPS/ATP IL-1B secretion, AlphaLISA, 16 h; active compounds read low. AID 743279, 2014. 360,000 compounds, 4.7% hits; in the data active = activity change below about -50%; inconclusive = mostly about -30% to -49%; also: % is scaled to controls: 0 for no effect and ±100 for the full control effect
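Secreted IL-1B measured by AlphaLISA bead assay after 16 h compound exposure of THP-1 cells; compounds (final up to 57.5 uM) added 1 h before LPS (250 ng/mL) and ATP (1.25 mM) stimulation; lower signal means less secretion.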
SW480 rerep – A quantitative high throughput screen for small molecules that induce DNA re-replication in SW480 colon adenocarcinoma cells | SW480 DNA re-replication, Hoechst DNA content imaging, 48 h | Potency, µM (top dose mostly 46.1 µM), for the others: at the top dose re-replication activation, hits mostly activators | 340,000 compounds, 1.8% hits; also: potency is read from the fitted curve at half-maximal effect; % of control where 0% means no effect; nearly all actives have a fitted effect of over 55% in size
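Image-based DNA-content assay: after two days of treatment, nuclei were labelled with the DNA dye Hoechst and imaged, and hits were compounds raising the count of nuclei showing high fluorescence intensity.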
HepG2 tox – qHTS for Inhibitors of TGF-b: Cytotox Counterscreen | HepG2 CAGA-GFP viability, ATP luminescence, 18 h | Potency, µM (series often up to 46.1 µM), for the others: top-dose activity change, negative = cytotoxicity, hits mostly cytotoxic | 410,000 compounds, 0.76% hits | AID 588856, 2011; also: potency is read from the fitted curve at half-maximal effect; some results filed as inactive show a strong effect at the top dose
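HepG2 CAGA-GFP cells (1000/well, DMEM with 1% FBS) received compound, then TGF-beta at 500 pg/mL final, and were incubated 18 hours at 37 degrees C. Viability was read by CellTiter-Glo luminescence. Media-only wells were set as complete cell-killing and DMSO as no toxicity.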
ATXN viability – Viability Counterscreen for Primary qHTS for Inhibitors of ATXN expression; S2 cells (HEK-293 line with an ATXN2-luciferase reporter) viability, CellTiter-Fluor protease fluorescence, 24 h; Potency, µM (titrated, usually from 56.7 µM), most hits filed as cytotoxic; AID 651635, 2014; 400,000 compounds, 0.49% hits; also: potency is read from the fitted curve at half-maximal effect; nearly all actives have a fitted effect of over 40% in size
HT1080NT lethal – qHTS for induction of synthetic lethality in tumor cells producing 2HG: qHTS for the HT-1080-NT fibrosarcoma cell line; HT-1080-NT fibrosarcoma viability, CellTiter-Glo ATP luminescence, 48 h; Potency, µM (titrated, usually from 46.1 µM), inactives show at the highest dose activity, negative = less viability, most hits filed as cytotoxic; 360,000 compounds, 1.6% hits; AID 686970, 2013;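 also: NT is the 2HG producing partner of a matched IDH1 knockdown line; potency is read from the fitted curve at half-maximal effect; 0% = DMSO-treated cells and -100% = media-only wells without cells; nearly all actives have a fitted effect of over 55% in size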
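Compounds were tested in concentration-response format on HT-1080-NT cells for 48 hours at 37 degrees C. Cell viability came from CellTiter-Glo luminescence; curves were classified by r2, response magnitude and activity.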
HT1080 IDH1KD tx – qHTS for induction of synthetic lethality in tumor cells producing 2HG: qHTS for the HT-1080-IDH1KD cell line | HT-1080 IDH1 knockdown viability, ATP luminescence, 48 h | Potency, µM (series often up to 46.1 µM), for inactives: at the top dose activity, negative = toxicity, usual class: cytotoxic | 360,000 compounds, 2% hits;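 also: potency is read from the fitted curve at half-maximal effect; 0% = DMSO wells and -100% = cell-free medium wells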
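Viability of IDH1-knockdown HT-1080 fibrosarcoma cells was assessed by CellTiter-Glo after 48 h at 37 °C with titrated compound; concentration-effect curves were classified by fit quality and response size.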
ATXN2 expr inh – Primary qHTS for Inhibitors of ATXN expression; HEK-293 ATXN2-luciferase reporter, luminescence, 24 h; Potency, µM (series often up to 57 µM), inactives show at the top dose activity change, negative = inhibition, actives largely listed as inhibitors; 360,000 compounds, 0.72% hits; AID 1745845, 2022; also: potency is read from the fitted curve at half-maximal effect; % is scaled to controls: 0 for no effect and ±100 for the full control effect; nearly all actives have a fitted effect of over 55% in size
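ATXN2-luciferase reporter cells (luciferase flanked by upstream and downstream ATXN2 gene portions) were treated 24 h at 37 °C with compounds at up to 57 uM. SteadyGlo luminescence gave expression; GF-AFC fluorescence gave viability.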
KB-3-1 cytotox – qHTS assay for MDR1-selective chemotherapeutics: Primary screen using the parental adenocarcinoma cell KB-3-1 | KB-3-1 viability, CellTiter-Glo ATP luminescence, 72 h | Potency, µM (doses to about 46.1 µM), inactives show top-dose activity change, negative = cytotoxic, actives largely listed as cytotoxic | 400,000 compounds, 1.4% hits; also: potency is read from the fitted curve at half-maximal effect; % is scaled to controls: 0 for no effect and ±100 for the full control effect; nearly all actives have a fitted effect of over 60% in size
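Screening of KB-3-1 cells (DMEM, 10% FBS, phenol-red free) ran from lowest to highest compound concentration; after 72 h at 37 °C viability was read luminescently and curves fitted.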
* marks the source's active call; other numbers are inactive results; i = inactive; ? = inconclusive; . = not tested or not shown; & = joins results of further samples; ! = a repeat was not active; [ ] = remark or other dose. Unless noted, calls follow the shape of the dose curve; as a rule, active = well fitted curve in the direction sought with a large enough effect; inconclusive = small, poorly fitted or top-dose-only effect, or another doubt; inactive = no such curve, though single readings can be large; an effect the other way counts as inactive or inconclusive. Only part of the results is shown. The share of hits here may be higher or lower than overall.

SMILES	MCF10A rereplic	IL-1B inflam inh	SW480 rerep	HepG2 tox	ATXN viability	HT1080NT lethal	HT1080 IDH1KD tx	ATXN2 expr inh	KB-3-1 cytotox
O=C1NC(=O)N(c2cccc(F)c2)C(=O)/C1=C/c1ccc(N2CCOCC2)cc1	13%	5	-1%	-11%	i	0%	-2%	.	4%
c1ccc2c3c(ccc2c1)OCC1CONC31 (stereo not given)	-15%	-12	9%	0%	i	1%	1%	7%	9%
CC1(C)CC(=O)C(C=NCCN2CCN(C(=O)Cc3ccc(F)cc3)CC2)=C(O)C1	6%	18	-3%	5%	i	5%	-9%	1%	0%
CN1C(=O)c2ccccc2Sc2ccc(C(=O)N3CCC4(CC3)OCCO4)cc21	4%	1	-10%	-24%	?	24%	9%	-6%	?
c1ccc(C2CN3CCC2CC3)cc1 (stereo not given)	0%	0	23%	-121%	i	-5%	0%	6%	8%
COc1ccc(CNC(=O)CCC(=O)N2C[C@H]3C[C@H](C2)c2cccc(=O)n2C3)cc1	?	0	5%	-6%	i	4%	8%	1%	0%
CN(C)C(Cc1ccc(Cl)cc1)C(=O)c1ccccc1 (stereo not given)	7%	-9	-3%	-4%	i	5%	9%	52%[activator]	-1%
CCOC(=O)C1CCN(/C=C2/C(=O)NC(=O)N(c3ccc(OCC)cc3)C2=O)CC1	5.8µM*	10	1%	-4%	?	11%	28%	-3%	8%
COCCNC(=O)N1[C@H]2CC[C@@H]1C(C(=O)OC)=C(c1ccc(OC)c(OC)c1)C2	?	19	13%[9.22 µM]	0%	i	18%	21%	6%	11%
CCN(CC)c1nc2c(C)cccn2c(=O)c1C=C1C(=O)NC(=O)NC1=O	-12%	-23	-10%	-11%	i	-2%	-2%	-7%	0%
COC(=O)C1=C(c2ccc3ccccc3c2)C[C@@H]2CC[C@H]1N2C(=O)N1CCOCC1	?	14	0%	-29%	i	-10%	-18%	0%	-13%
CCN1C[C@]2(COC)CC[C@H](O)[C@]34C1[C@](O)([C@@H](OC)[C@H]23)[C@@]1(O)C[C@H](OC)[C@H]2C[C@@H]4[C@@H]1[C@H]2OC	?	-20	9%	-4%	i	-2%	16%	6%	0%
CP(=O)(O)CCCN	9%	4	2%	-2%	i	-2%	-2%	-7%	1%
O=C(Nc1ccccc1)c1c(O)[nH]c(=S)[nH]c1=O	?	19	?	-46%	i	-5%	-3%	?	0%
C=CCN1CC[C@]23c4c5ccc(O)c4OC2C(O)CC[C@@]3(O)[C@H]1C5 (stereo not given in full)	-6%	17	-5%	1%	i	12%	8%	-5%	0%
CN1C(CC(O)c2ccccc2)CCCC1CC(O)c1ccccc1 (stereo not given)	?	0	5%	-19%	i	7%	12%	-5%	0%
Cc1ccc(C2(O)CN3CCC2CC3)cc1 (stereo not given)	14%	22	-4%	3%	i	4%	3%	15%	5%
O=c1[nH]c(O)c(C=Nc2ccc(F)c(Cl)c2)c(=O)[nH]1	-9%	-8	-10%	1%	i	0%	-3%	-14%	2%
COC(=O)C1=C(c2ccc(C(C)=O)cc2)C[C@@H]2CC[C@H]1N2C(=O)NC(C)C	-10%	22	-1%	-4%	i	9%	14%	11%	-2%
CC(C)NCC(O)c1ccc(N)c(C#N)c1 (stereo not given)	6%	.	-5%	.	i	.	.	11%	.
C=CCn1c(O)c(C(C)=Nc2cccc(C(F)(F)F)c2)c(=O)[nH]c1=O	-3%	38	-11%	4%	i	8%	3%	5%	14%
Oc1ccccc1CN(CCc1ccccc1)Cc1ccccc1	10%	14	-20%	-21%	i	-16%	-14%	7%	-18%
FC(F)(F)c1ccc(CN2CCNCC2)cc1	12%	-7	1%	2%	i	10%	-12%	-30%[11.3 µM]	-4%
Cc1ccc(C2(O)CCN3CCCCC32)cc1 (stereo not given)	-4%	0	?	-45%	i	11%	6%	7%	7%
Cc1ccc(Cn2nnnc2CN2CCC(n3nnc4ccccc43)CC2)cc1	22%	-9	15%	-14%	i	-23%	-9%	21%	?
C[C@]12CCC3C(CC[C@H]4CC(=O)CC[C@]34C)C1CCC2=O (stereo not given in full)	27%	16	-14%	4%	i	8%	10%	6%	2%
c1cncc(CNC2CCCC2)c1	-2%	6	-1%	18%	i	2%	2%	.	0%
O=C(c1ccccc1)c1cn(CC(=O)N2CCOCC2)c2ccccc12	0%	-8	-6%	-14%	i	7%	2%	-3%	13%
COC(=O)C1=C(c2c(C)noc2C)C[C@@H]2CC[C@H]1N2C(=O)NC1CC1	4%	5	-4%	0%	i	2%	11%	5%	16%
Cc1ccc(-n2c(O)c(/C=N/NC(=O)c3ccncc3)c(=O)[nH]c2=O)cc1	11%	9	-10%	-5%	i	19%	2%	.	-2%
COC(=O)C(Cc1ccc(N(CCCl)CCCl)cc1)N=Cc1ccccc1O (stereo not given)	12µM*	-97*	1µM*	-52%	11µM*	?	26µM*	3.2µM*	?
CC(=O)OCC(=O)[C@H]1CC[C@H]2[C@@H]3CC[C@H]4C[C@H](O)CC[C@]4(C)[C@H]3C(=O)C[C@]12C	16%	11	18%	-31%	i	-28%	-6%	-11%	0%
COc1cccc(NP(=O)(Oc2ccccc2Cl)Oc2ccccc2Cl)c1	?	-87*	4%	-55%	?	21µM*	?	?	-26%
CC(C(=O)Nc1ccc(Br)cc1C(=O)c1ccccc1)N1CCCCC1 (stereo not given)	0%	-22	-3%	-33%	.	-4%	-11%	.	-5%
Oc1ccccc1/C=N/[n+]1ccccc1	-2%	4	-11%	1%	i	6%	-1%	28%	1%
COC(=O)C1=C(c2ccc(-c3ccccc3)c(F)c2)C[C@@H]2CC[C@H]1N2C(=O)NC(C)C	26%	-14	-1%	-29%	?	-17%	-11%	?	?
CC(=O)c1ccc(S(=O)(=O)N2CCN(c3nc4c(C)c(C)ccc4cc3C#N)CC2)cc1	-6%	?	?	-4%	i	?	-9%	?	?
CCN(c1ccc(C)cc1C)S(=O)(=O)c1nnc(NC(=O)c2ccco2)s1	21µM*	?	?	-17%	i	-22%	-27%	0%	0%
Cc1nn(C)cc1/C=C1/CC2C3CC=C4CC(O)CCC4(C)C3CCC2(C)C1=O (stereo not given)	?	31	-16%	-1%	i	-9%	-1%	-6%	-5%
COc1ccc(C2C(C(=O)N3CCC4(CC3)OCCO4)CC(=O)N2c2ccc(OC)cc2)cc1 (stereo not given)	0%	-30	15%	6%	i	-7%	13%	73%[activator]	23%
COc1cc(CN2CCN(C(=O)COc3ccccc3)CC2)cc(OC)c1OC	?	-14	-7%	7%	i	-1%	4%	14%	0%
CCCCCCn1c(N)c(C(=O)NCCN2CCOCC2)c2nc3ccccc3nc21	0.82µM*	-73*	21µM*	-89%	i	?	?	-15%	?
CS(=O)(=O)c1ccc(C2=C(CNC(=O)c3ccncc3)[C@H]3CC[C@@H](C2)N3Cc2ccccc2)cc1	.	-2	.	-15%	i	-4%	0%	0%	21%
O=C1CN=C(c2ccccc2Cl)c2cc(Cl)ccc2N1Cc1cccc(Cl)c1	.	.	.	-11%	?	.	.	?	?
CCOC(=O)N1CCC(NC(=O)CCc2nc(C3=CCN(C)CC3)no2)CC1	-1%&0%	-63*!	1%	6%&-11%	i	7%&12%	17%&16%	1%&7%	-4%&15%
COC(=O)C1=C(c2ccc(F)cc2F)C[C@@H]2CC[C@H]1N2C(=O)NCc1ccco1	3%	3	-1%	0%	i	-13%	12%	8%	0%
CCOC(=O)c1ccc2c(c1)n(Cc1ccccc1)c(C)[n+]2CC	15%	19	?	2%	i	10%	-1%	-7%	-32%
Cc1nc2ccccc2c(=O)n1-c1ccc(Cl)c(Cl)c1	8%	7	?	4%	?	-12%	-12%	8%	-2%
Cc1cccc(CCNCc2cc3ccc(C)cc3[nH]c2=O)c1	?	-12	13%	-42%	i	-12%	-10%	-18%	-24%
COC(=O)c1ccc(CN2CCSC2=N)cc1	-2%	-11	?	-3%	i	-4%	0%	.	5%
COc1ccccc1N1CCN(Cc2ccccc2F)CC1	9%	10	-3%	-19%	?	5%	7%	-12%	2%
O=C(CCS(=O)(=O)c1ccc(Cl)cc1)Nc1cccc(S(=O)(=O)N2CCCCCC2)c1	13%	43	-8%	0%	?	3%	-5%	-9%	-13%
C[C@H]1CN([C@@H](C)CO)C(=O)CCCn2nncc2CO[C@@H]1CN(C)C(=O)Oc1ccccc1	.	23	.	-1%	i	13%	24%	0%	-3%

No new results follow: an excerpt of the list.
SMILES	MCF10A rereplic	IL-1B inflam inh	SW480 rerep	HepG2 tox	ATXN viability	HT1080NT lethal	HT1080 IDH1KD tx	ATXN2 expr inh	KB-3-1 cytotox
CCOC(=O)N1CCC(NC(=O)CCc2nc(C3=CCN(C)CC3)no2)CC1	-1%&0%	-63*!	1%	6%&-11%	i	7%&12%	17%&16%	1%&7%	-4%&15%
COC(=O)C1=C(c2ccc(F)cc2F)C[C@@H]2CC[C@H]1N2C(=O)NCc1ccco1	3%	3	-1%	0%	i	-13%	12%	8%	0%
CCOC(=O)c1ccc2c(c1)n(Cc1ccccc1)c(C)[n+]2CC	15%	19	?	2%	i	10%	-1%	-7%	-32%
Cc1nc2ccccc2c(=O)n1-c1ccc(Cl)c(Cl)c1	8%	7	?	4%	?	-12%	-12%	8%	-2%
Cc1cccc(CCNCc2cc3ccc(C)cc3[nH]c2=O)c1	?	-12	13%	-42%	i	-12%	-10%	-18%	-24%
